# Bioassay records (PubChem BioAssay)
# OX1R antag-1 – OX1R (HCRTR1) antagonists, primary screen, fluorescence, CHO/OX1R cells, Fluo-8 calcium, orexin A. Orexin/Hypocretin receptor type 1 (Homo sapiens), O43613. Fluo-8 calcium fluorescence. inhibition, % at 5 µM. 0.43% of 330,000 active. AID 434989, 2010;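 active means inhibition above its plate's threshold, mean inhibition of all tested compounds on the plate plus 3 SD, cut at about 37% in these data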;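 further: 0% = orexin A challenge wells and 100% = SB-334867-A antagonist wells; not every result past the cut was called active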
# Target sequence (O43613 whole entry, looked up): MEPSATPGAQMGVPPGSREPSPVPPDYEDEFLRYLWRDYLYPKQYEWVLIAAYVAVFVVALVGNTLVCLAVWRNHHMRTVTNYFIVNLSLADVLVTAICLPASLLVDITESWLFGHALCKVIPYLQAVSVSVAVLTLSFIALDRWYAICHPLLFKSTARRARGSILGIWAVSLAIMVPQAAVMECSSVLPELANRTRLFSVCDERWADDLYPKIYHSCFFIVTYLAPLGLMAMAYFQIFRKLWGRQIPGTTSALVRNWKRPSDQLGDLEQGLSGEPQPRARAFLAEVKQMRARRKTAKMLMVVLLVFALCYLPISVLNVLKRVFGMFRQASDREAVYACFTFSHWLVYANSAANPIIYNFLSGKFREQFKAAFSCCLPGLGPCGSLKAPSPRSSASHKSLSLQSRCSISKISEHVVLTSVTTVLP
# OX1R antag-2 – antagonists of human orexin 1 receptor (OX1R) | inhibition, % at 6.6 µM | OX1R-expressing cells, FRET antagonist read-out | Orexin/Hypocretin receptor type 1 (Homo sapiens), O43613 | 1.8% of 330,000 active | AID 485270, 2010; in the data active means inhibition mostly above about 38%, no sharp cut-off; inactive means mostly below about 40%;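 further: 0% = agonist challenge alone and 100% = reference antagonist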
# STK33 inh – inhibitors of purified STK33 kinase, primary screen, biochemical, ADP-Glo luminescence, homogeneous, cell-free. Serine/threonine-protein kinase 33 (Homo sapiens), Q9BYT3. AID 2661, 2010. 0.073% of 320,000 active. inhibition, % at 10 µM. MBP phosphorylation;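 active means inhibition at or above 25%, using the most active replicate where run in duplicate; inactive means inhibition below 25%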
# Target sequence (Q9BYT3 whole entry, looked up): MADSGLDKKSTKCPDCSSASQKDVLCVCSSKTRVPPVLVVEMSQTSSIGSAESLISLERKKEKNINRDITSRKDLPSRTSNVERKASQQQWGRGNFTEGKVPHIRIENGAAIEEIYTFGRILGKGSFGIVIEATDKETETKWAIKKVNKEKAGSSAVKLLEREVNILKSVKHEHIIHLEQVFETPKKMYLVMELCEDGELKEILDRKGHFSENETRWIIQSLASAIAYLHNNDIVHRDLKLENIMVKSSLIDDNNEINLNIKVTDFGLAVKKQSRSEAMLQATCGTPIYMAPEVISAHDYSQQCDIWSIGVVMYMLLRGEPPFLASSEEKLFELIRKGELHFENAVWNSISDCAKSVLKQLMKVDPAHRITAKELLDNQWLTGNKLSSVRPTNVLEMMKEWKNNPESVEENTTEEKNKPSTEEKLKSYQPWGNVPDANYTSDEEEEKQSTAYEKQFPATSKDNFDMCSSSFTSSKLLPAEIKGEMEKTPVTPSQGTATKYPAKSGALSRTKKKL
# * marks the source's active call; other numbers are inactive results; / = no result given.
SMILES,OX1R antag-1,OX1R antag-2,STK33 inh
CC(=O)c1ccccc1NC(=O)COC(=O)CCCN1C(=O)c2cccc3cccc(c23)C1=O,-29,13,-0.3
Cc1cc(-c2cc(C(=O)NC3CCCC3)on2)nc(NCC2CC2)n1,-7,27,-0.9
Cc1nn(C2CCS(=O)(=O)C2)c(Cl)c1/C=C/C(=O)OCC(=O)Nc1ccccc1[N+](=O)[O-] (configuration not stated),-9,15,-1.3
COc1cccc(OC)c1C(=O)N1CCN(C(=O)c2ccc(-c3ccccc3)cc2)CC1,-42,5,-2.0
O=S(=O)(NC1CCCCCCC1)c1cccs1,-20,16,-0.6
CC(NC(=O)c1ccc(CS(C)(=O)=O)cc1)c1ccc(-c2ccccc2)cc1 (configuration not stated),-12,-5,-0.5
Cc1ccc(S(=O)(=O)N2CCCCC2)cc1NC(=O)COC(=O)C1=COCCO1,-27,22,-0.9
O=C1CN=C(Nc2ccccc2)N1Cc1cccs1,-13,12,-0.6
O=C(NCc1ccc(C(F)(F)F)cc1)C12CN(Cc3ccccc3)CC1C(c1cccc([N+](=O)[O-])c1)=NO2 (configuration not stated),-9,23,-0.8
COc1ccc(C(=O)Nc2ccccc2SCc2cc(=O)n3nc(C)sc3n2)cc1OC,-20,11,-0.6
COc1ccc(NC(=S)Nc2cccc(C(F)(F)F)c2)c(C)c1,-10,23,/
O=C(c1ccc(Cl)nc1)N1CCN(S(=O)(=O)c2ccc3c(c2)OCCO3)CC1,-28,6,0.4
Cc1ccc(C)c(N2N=C(C(=O)Nc3cccc(S(=O)(=O)N4CCCCC4)c3)CCC2=O)c1,-7,-3,-0.3
O=C(NC(Cc1c[nH]c2ccccc12)c1nnc2n1CCCCC2)c1ccccc1 (configuration not stated),-17,5,-0.6
COC(=O)C1=C(N)OC2=C(C(=O)CC(C)(C)C2)C1c1cccs1 (configuration not stated),-30,23,-1.8

# Three compounds out of the list above, arranged by the value under OX1R antag-2, ascending.
SMILES,OX1R antag-1,OX1R antag-2,STK33 inh
COc1ccc(C(=O)Nc2ccccc2SCc2cc(=O)n3nc(C)sc3n2)cc1OC,-20,11,-0.6
O=C1CN=C(Nc2ccccc2)N1Cc1cccs1,-13,12,-0.6
O=C(NCc1ccc(C(F)(F)F)cc1)C12CN(Cc3ccccc3)CC1C(c1cccc([N+](=O)[O-])c1)=NO2 (configuration not stated),-9,23,-0.8

# (more compounds)
SMILES,OX1R antag-1,OX1R antag-2,STK33 inh
Cc1cc(=O)[nH]c(SCC(=O)N2CCN(C(=O)c3ccco3)CC2)n1,0,0,0.4
C/C(=N\NC(=O)c1ccccc1O)c1c(O)cc(C)oc1=O,0,6,-1.1
COc1ccc(S(=O)(=O)CCC(=O)N2CCN(c3ccc([N+](=O)[O-])cc3)CC2)cc1,20,30,1.9
O=C(NC(=S)N1CCCc2ccccc21)c1ccc([N+](=O)[O-])cc1,-26,22,-3.8
O=C(NNc1nc2ccc(Cl)cc2s1)c1cc(-c2cccs2)nc2ccccc12,-30,17,-0.3
CC(=O)C1=C(C)NC(SCC(=O)c2ccc(Cl)cc2)=C(C#N)C1c1ccco1 (configuration not stated),6,14,1.6
Cc1c(C#N)c(O)[nH]c(=O)c1N=Nc1ccc(Cl)c(C(=O)O)c1,-8,25,-1.7
CCOC(=O)c1cnc(SCC(=O)N2CCN(c3ccccc3)CC2)nc1N,-16,7,-2.1
Cc1ccc([N+](=O)[O-])c(-c2n[nH]c(=S)n2-c2cccc(Cl)c2)c1,-29,6,5.5
Cc1cc2ccccc2n1CCNC(=O)c1ccccc1,-28,9,0.9
COc1ccc(-c2c(-c3cc(OC)cc(OC)c3)n(C)c3ccc(-c4ccc5cc[nH]c5c4)cc23)cc1,-7,5,-1.2
COc1ccccc1CC(=O)NC1CC(C)(C)NC(C)(C)C1,0,3,-2.1
COc1cc(Cl)c(C)cc1NC(=O)CCNC(=O)c1ccco1,3,18,0.6
FC(F)(F)c1cc(-c2ccccc2)nc(NCc2cccs2)n1,-29,7,0.1
COc1ccc2[nH]c3c(c2c1)CCN1C(=O)N([C@@H](C)C(=O)NCCc2ccc(F)cc2)C(=O)[C@]31C,-23,34,-1.4

# A different layout for three compounds above:
OX1R antag-1	OX1R antag-2	STK33 inh	compound
-29	6	5.5	Cc1ccc([N+](=O)[O-])c(-c2n[nH]c(=S)n2-c2cccc(Cl)c2)c1
20	30	1.9	COc1ccc(S(=O)(=O)CCC(=O)N2CCN(c3ccc([N+](=O)[O-])cc3)CC2)cc1
-30	17	-0.3	O=C(NNc1nc2ccc(Cl)cc2s1)c1cc(-c2cccs2)nc2ccccc12

# 4 entries from above in another layout.
OX1R antag-1 | OX1R antag-2 | STK33 inh | structure
-13 | 12 | -0.6 | O=C1CN=C(Nc2ccccc2)N1Cc1cccs1
-9 | 23 | -0.8 | O=C(NCc1ccc(C(F)(F)F)cc1)C12CN(Cc3ccccc3)CC1C(c1cccc([N+](=O)[O-])c1)=NO2 (configuration not stated)
-20 | 11 | -0.6 | COc1ccc(C(=O)Nc2ccccc2SCc2cc(=O)n3nc(C)sc3n2)cc1OC
-10 | 23 | / | COc1ccc(NC(=S)Nc2cccc(C(F)(F)F)c2)c(C)c1

# Other results.
SMILES,OX1R antag-1,OX1R antag-2,STK33 inh
Cc1ccc(C(=O)NNC(=O)Cc2ccccc2)cc1,-26,15,0.4
Cc1nn(C(=O)CN2C(=O)c3ccccc3C2=O)c(C)c1Br,-21,18,-2.5
COc1ccc(/C=C\c2onc(C)c2S(=O)(=O)N2CCC(C(=O)NCCC(C)C)CC2)cc1,-12,5,-0.3
Cc1c(NC(=O)COC(=O)/C=C/c2cccc(Cl)c2)c(=O)n(-c2ccccc2)n1C,-11,4,1.1
CCc1ccccc1NC(=O)c1nnn(CC(=O)Nc2ccccc2C)c1N,5,19,-0.5
N#Cc1ccsc1NC(=O)COC(=O)CCCSc1nc2ccccc2s1,0,26,0.4
CC(=O)Nc1ccc(S(=O)(=O)NC(C)CCc2ccccc2)cc1 (configuration not stated),-17,8,-1.8
CCCN1C(=O)COc2ccc(C(=O)c3ccccc3C(=O)O)cc21,-9,6,-2.4
CC(=O)Nc1ccc(-c2csc(NC(=O)C3CSC4(C)CCC(=O)N34)n2)cc1 (configuration not stated),-15,9,0.0
C=CCOc1ccccc1CNc1ccc2c(c1)OCCO2,-23,5,0.4
Cc1ccc(-c2cc(C(F)F)n3ncc(C(=O)Nc4c(C)nn(Cc5c(Cl)cccc5Cl)c4C)c3n2)cc1,-18,29,12
COc1ccccc1Oc1ccc(N2CC(C(=O)OCC(=O)c3ccccc3)CC2=O)cc1 (configuration not stated),-13,-1,-0.9
COc1ccc(OC)c(NC(=O)CCC(=O)Nc2nnc(C(F)(F)F)s2)c1,-19,11,-0.9
COCCC(=O)N1CCCC(C(=O)c2ccc(C(F)(F)F)cc2)C1 (configuration not stated),-12,7,-1.7
O=C1CN(C(=O)CSc2nc(-c3ccccc3)cs2)c2ccccc2N1,-1,36,-0.8

# Full records, looked up by structure. Order of values: OX1R antag-1, OX1R antag-2, STK33 inh
# `COC(=O)C1=C(N)OC2=C(C(=O)CC(C)(C)C2)C1c1cccs1` (configuration not stated) across the screens: -30, 23, -1.8
# `C/C(=N\NC(=O)c1ccccc1O)c1c(O)cc(C)oc1=O` across the screens: 0, 6, -1.1
# `Cc1ccc(C)c(N2N=C(C(=O)Nc3cccc(S(=O)(=O)N4CCCCC4)c3)CCC2=O)c1` across the screens: -7, -3, -0.3
# `CC(=O)Nc1ccc(S(=O)(=O)NC(C)CCc2ccccc2)cc1` (configuration not stated) across the screens: -17, 8, -1.8
# `Cc1nn(C2CCS(=O)(=O)C2)c(Cl)c1/C=C/C(=O)OCC(=O)Nc1ccccc1[N+](=O)[O-]` (configuration not stated) across the screens: -9, 15, -1.3

# Going on with the list:
SMILES,OX1R antag-1,OX1R antag-2,STK33 inh
CC1CCCC(NC(=O)COC(=O)COc2ccc(Cl)cc2)C1C (configuration not stated),-6,7,-0.7
COc1ccccc1C(=O)OCC(=O)NC(=O)NC1CCCC1,-9,0,0.5
Cc1ccc(C)c(N2C(=O)CC(Cc3ccccc3)C2=O)c1 (configuration not stated),-15,17,/
COc1cccc(OC)c1C(=O)NC(=S)Nc1ccc2oc(=O)ccc2c1,-8,2,-2.5
Cc1ccc(S(=O)(=O)NCC(=O)OCC(=O)c2cccs2)cc1,-17,15,-1.5
CN(C)c1ccncc1C(=O)Nc1ccc(F)cc1F,3,0,-0.9
CC(NC(=O)COc1ccc(Br)cc1)C(=O)O (configuration not stated),14,10,-1.9
O=c1[nH]c(Nc2ccc3c(c2)OCCO3)nnc1Cc1ccc(Cl)cc1,9,21,-1.1
CCN1C(=NCCCOC(C)C)N[C@@H](c2ccccc2)[C@H](C(=O)OC)[C@H]1C,8,6,0.6
COc1ccccc1Oc1ccc(NC(=O)c2ccccc2C)cc1,-11,15,0.0
CCn1c2ccccc2c2cc(CNCc3ccc(OC)cc3OC)ccc21,16,22,3.8
Cc1ccc(-n2ncc(C(=O)O)c2C2CCN(C(=O)OC(C)(C)C)CC2)cc1,-30,28,-0.2
CCC(C)NC(=O)c1nn(C)c(=O)c2ccccc12 (configuration not stated),-11,10,-1.0
COc1ccc([N+](=O)[O-])cc1C1NN=C(c2cccc3ccccc23)S1 (configuration not stated),-8,-4,-2.7
COc1ccccc1OCCCn1c(C)c(C#N)c2ccccc21,-34,18,-0.8
CCOc1cc(CNCC(O)c2ccccc2)cc(Cl)c1OC (configuration not stated),-25,19,-0.6
Cc1ccccc1NC(=O)c1cccc(NC(=O)c2ccccc2C(=O)O)c1,-7,4,-5.2
CCN1CCN(CCCNC(=O)c2cn(CCOC)c(=O)c3c2c2ccccc2n3C)CC1,-10,4,-0.2
CCN(CC)CCN1C(=O)C(O)=C(C(=O)c2cccs2)C1c1ccc(C)o1 (configuration not stated),-16,40,2.9
CC(C)CCn1cnc2c1c(=O)[nH]c(=O)n2Cc1ccccc1,-9,-3,0.9
CC(=O)c1ccc(NC(=O)CCNS(=O)(=O)c2cc(Br)cnc2N)cc1,-18,1,-1.1
CCN(CC)CCN(C(=O)c1ccc2ccccc2c1)c1nc2ccc(OC)cc2s1,1,9,1.0
Cc1cc(N2CCN(C)CC2)ccc1NC(=O)c1cccc(S(=O)(=O)N2CCc3ccccc3C2)c1,-4,17,-0.6
CC(C)OC(=O)Cn1c(=O)sc2ccccc21,1,1,0.0
COc1cc(/C=C/c2nnc3c4ccccc4ncn23)cc(OC)c1OC,-3,65*,-1.0
O=C(CNCc1ccccc1Cl)NCc1ccco1,-12,7,-0.2
O=C(CCC(=O)Nc1ccccc1)NNC(=O)C(c1ccccc1)c1ccccc1,9,19,0.2
O=C(O)CCC(=O)NNC(=O)c1ccc(-c2ccccc2)cc1,-3,12,0.8
Cn1c(CSCc2ccccc2Cl)nnc1SCC(=O)Nc1nccs1,-7,44,0.6
NC(=O)c1c(NC(=O)Cc2cccs2)sc2c1CCC2,-15,9,-0.2
N#C/C(=C\Nc1ccc(F)c(Cl)c1)C(=O)C1CC1,-5,6,-1.3
CC1(C)CC(N(Cc2ccco2)C(=O)Cc2ccccc2)CCO1 (configuration not stated),-27,15,-0.2
CCn1cc(CNC(=O)CCc2ccc(OC)cc2)cn1,9,15,0.3
COc1ccc(NS(=O)(=O)c2ccc3oc(SC)nc3c2)cc1,-6,34,-0.2
O=C(Nc1ccnc(-c2ccncc2)n1)c1ccccc1Cl,-18,7,-1.1
CCCCc1c(C)c2ccc(OC)c(/C(C)=N\O)c2oc1=O,-17,32,-0.6
COc1ccc(Oc2coc3cc(OCC(=O)N4CCCCC4)ccc3c2=O)cc1,-2,15,-0.3
Cc1ccc(CNC(=O)c2ccc(N(C)C)cc2)cc1,-10,0,-0.4
CCOC(=O)C1(CCOC)CCN(C(=O)Cc2ccc3ccccc3c2)CC1,-30,12,-1.1
COc1ccc(NC(=O)COC(=O)CNS(=O)(=O)c2ccc(C)cc2)c(OC)c1,-7,-3,-0.9
CC(Oc1cc2oc(=O)c3c(c2cc1Cl)CCC3)C(=O)NCCN1CCOCC1 (configuration not stated),-22,6,-1.2
Cc1ccc(Cl)cc1NS(=O)(=O)c1c(C)[nH]c(=O)[nH]c1=O,-8,-2,-0.2
CN(c1ccccc1)S(=O)(=O)c1cccc(NC(=O)C2CCCO2)c1 (configuration not stated),5,9,-2.4
